Screening results (PubChem)
GLP1R inv ag: inverse agonists of human GLP-1 receptor. Potency, µM (highest dose often 38.3 µM), for inactives: top-dose activity change, negative = inhibition, usual class: inhibitors. HEK293 GLP-1R CRE-luciferase, luminescence, 24 h; GLP-1R form is constitutively active. P43220. 410,000 compounds, 1.6% hits; also: potency is read from the fitted curve at half-maximal effect; % is scaled to controls: 0 for no effect and ±100 for the full control effect; nearly all actives have a fitted effect of over 55% in size
Target sequence (P43220 whole entry, looked up): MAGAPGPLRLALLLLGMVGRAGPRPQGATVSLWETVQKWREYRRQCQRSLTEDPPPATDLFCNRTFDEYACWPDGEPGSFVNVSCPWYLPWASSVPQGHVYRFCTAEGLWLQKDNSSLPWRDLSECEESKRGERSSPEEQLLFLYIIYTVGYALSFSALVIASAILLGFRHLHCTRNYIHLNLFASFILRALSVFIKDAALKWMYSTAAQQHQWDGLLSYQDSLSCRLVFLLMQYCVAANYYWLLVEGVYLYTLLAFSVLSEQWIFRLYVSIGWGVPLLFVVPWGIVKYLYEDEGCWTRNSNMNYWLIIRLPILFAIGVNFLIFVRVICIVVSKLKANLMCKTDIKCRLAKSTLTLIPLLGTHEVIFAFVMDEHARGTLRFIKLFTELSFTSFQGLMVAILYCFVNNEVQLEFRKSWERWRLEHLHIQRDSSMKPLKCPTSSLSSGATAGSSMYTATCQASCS
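Assay principle: reduced luminescence from a cAMP-responsive reporter in HEK293 cells co-expressing a constitutively active GLP-1R. Conditions: 24 hr compound incubation, 37 deg C, 5% CO2.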
FUS suppressor: FUS proteinopathy suppression in yeast. S. cerevisiae FUS-expressing, growth rescue, OD600, 24 h. Potency, µM (series often up to 76.6 µM), for the others: top-dose growth rescue (activation), actives largely listed as activators. 390,000 compounds, 0.24% hits;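 also: potency is read from the fitted curve at half-maximal effect; plate controls were DMSO vehicle for no effect and reference control for full effect; nearly all actives have a fitted effect of over 55% in size; some results filed as inactive show a strong effect at the top dose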
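Toxicity suppression screen in FUS-yeast. Cells induced with 2% galactose, starting OD 0.005, treated 24hr at 30C with compounds at multiple final concentrations; growth by OD600.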
Abeta rescue: compounds reversing amyloid beta toxicity in yeast; yeast expressing A-beta42, growth rescue, OD600, 48 h; response scale: 0% DMSO, 100% iron-clioquinol control; Potency, µM (titrated, usually from 46.1 µM), for inactives: at the top dose growth rescue, usual class: activators; 410,000 compounds, 0.063% hits; AID 1347071; also: potency is read from the fitted curve at half-maximal effect; nearly all actives have a fitted effect of over 55% in size
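Growth rescue measured by 600 nm absorbance after 48 h yeast culture at 30 C with compound. Values normalized between DMSO and an equimolar ferric chloride plus clioquinol control.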
PTHR1 agonist: agonists of human PTHR1 parathyroid hormone receptor. Q03431. HEK293 GP2 PTHR1 cells, GloSensor cAMP luminescence, 1 h. Potency, µM (series often up to 115 µM), for the others: top-dose activation, most hits filed as activators. 410,000 compounds, 0.075% hits; also: potency is read from the fitted curve at half-maximal effect; nearly all actives have a fitted effect of over 55% in size; some results filed as inactive show a strong effect at the top dose; inactives centre near -15; many of its hits are not listed in these tables
Target sequence (Q03431 whole entry, looked up): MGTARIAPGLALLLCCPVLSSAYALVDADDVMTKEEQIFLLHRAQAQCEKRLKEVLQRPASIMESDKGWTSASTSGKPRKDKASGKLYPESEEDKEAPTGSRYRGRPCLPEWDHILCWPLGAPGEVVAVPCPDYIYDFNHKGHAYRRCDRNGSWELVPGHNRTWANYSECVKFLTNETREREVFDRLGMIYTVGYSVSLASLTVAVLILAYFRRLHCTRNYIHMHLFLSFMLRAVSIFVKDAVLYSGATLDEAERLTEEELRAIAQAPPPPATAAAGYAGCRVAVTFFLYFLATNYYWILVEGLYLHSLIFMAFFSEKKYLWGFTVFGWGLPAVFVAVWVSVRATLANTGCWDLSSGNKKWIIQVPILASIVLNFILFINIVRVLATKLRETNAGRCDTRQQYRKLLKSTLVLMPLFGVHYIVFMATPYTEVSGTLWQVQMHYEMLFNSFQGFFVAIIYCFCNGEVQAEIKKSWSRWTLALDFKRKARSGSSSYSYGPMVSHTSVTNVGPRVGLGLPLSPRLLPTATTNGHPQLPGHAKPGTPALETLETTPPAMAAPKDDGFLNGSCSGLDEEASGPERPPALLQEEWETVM
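HEK-293-derived GP2 cells expressing PTHR1 and a GloSensor cAMP reporter, 3,000/well, plated overnight, given luciferin plus IBMX (each 0.5 mM as added) for 1 h at 37 °C, then compound for 1 h at 37 °C. Luminescence was read after 15 min at room temperature.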
D3 antag: D3 dopamine receptor (human) antagonism; 360,000 compounds, 2.5% hits; P35462; AID 652054; D3R cells, DiscoveRx beta-arrestin luminescence, antagonist mode; active compounds read low; max response, negative = inhibition, %; in the data active = max response below about -50%; inconclusive = no clear call, values can overlap the other calls; also: % is scaled to controls: 0 for no effect and ±100 for the full control effect; mostly tested at two doses, the higher about 12 µM
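Cells plated overnight at 1500 cells/well, then exposed to library compounds with dopamine controls for 90 minutes at 37 degrees C. DiscoveRx reagent added for 30–60 minutes at room temperature; luminescence read, quantitative HTS format.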
pAkt inh: blocks phosphorylation of Akt | Neuro2A IGF-stimulated pAkt S473 HTRF, 20 min; active compounds read low | activity change, % for hits at 50 µM | 360,000 compounds, 0.32% hits | AID 651550; in the data active = activity change below about -80%; inconclusive = mostly about -51% to -80%; also: % is scaled to controls: 0 for no effect and ±100 for the full control effect
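Neuro2A cells in DMEM with 0.5% FBS, overnight at 37 deg C, given compound at single 50 µM final, then IGF (6 nM final) for 20 min at 37 deg C. Lysed; phospho-Akt Ser473 by HTRF after 24 h, 665/615 ratio.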
aSyn yeast inh: rescues yeast growth from alpha-synuclein toxicity | 370,000 compounds, 0.14% hits | Yeast expressing alpha-synuclein, growth rescue, BacTiter-Glo, 24 h | Potency, µM (highest dose often 46.1 µM), without a hit: top-dose growth rescue (activation), actives largely listed as activators; also: potency is read from the fitted curve at half-maximal effect; % of control where 0% means no effect; nearly all actives have a fitted effect of over 65% in size
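Screening used galactose-induced yeast with toxic alpha-synuclein levels, exposed to compound for 24 hr at 30 deg C. Cell growth, read with BacTiter-Glo luminescence, gave the measured signal.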
TDP-43 yeast inh: inhibitors of TDP-43 toxicity in yeast; TDP-43 expressing yeast growth rescue, BacTiter-Glo, 24 h; Potency, µM (doses to about 46.1 µM), for inactives: top-dose growth rescue (activation), actives largely listed as activators; 410,000 compounds, 1.8% hits; also: potency is read from the fitted curve at half-maximal effect; % of control where 0% means no effect; nearly all actives have a fitted effect of over 50% in size
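Luminescence from BacTiter-Glo reports growth of TDP-43-expressing yeast after 24 hr at 30 deg C with compound. Cells were raffinose-pregrown to mid-log, then seeded in galactose medium at OD600=0.02.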
GLP1R ag: agonists of human GLP-1 receptor | AID 624172 | Potency, µM (doses to about 45.6 µM), inactives show at the highest dose activation, most hits filed as activators | HEK293 GLP-1R CRE-luciferase, luminescence, 4-6 h; cells express a hypersensitive GLP-1R form | 380,000 compounds, 0.007% hits | P43220; also: potency is read from the fitted curve at half-maximal effect; % of control where 0% means no effect
An asterisk follows results filed as active; i = inactive; ? = inconclusive; nt = not tested or not shown; [ ] = remark or other dose. Unless noted, calls follow the shape of the dose curve; as a rule, active = well fitted curve in the direction sought with a large enough effect; inconclusive = small, poorly fitted or top-dose-only effect, or another doubt; inactive = no such curve, though single readings can be large; an effect the other way counts as inactive or inconclusive.

| SMILES | PTHR1 agonist | TDP-43 yeast inh | Abeta rescue | D3 antag | aSyn yeast inh | GLP1R ag | GLP1R inv ag | FUS suppressor | pAkt inh |
| --- | --- | --- | --- | --- | --- | --- | --- | --- | --- |
| Cc1ccc(C(=O)N2CCN(c3ccc([N+](=O)[O-])cc3)CC2)o1 | -16.0% | ? | -2.6% | -5.4 | 8.5% | 13.4% | 0.6% | 17.6% | i |
| Cc1ccc(C)c(N2CCN(CCCNC(=O)Cn3cccc3C(=O)c3ccccc3C)CC2)c1 | -42.2%[inhibitor] | 1.6% | -4.1% | -56.7* | 1.8% | 2.0% | ? | ? | i |
| Cc1cccc(-n2nnc(C(=O)N3CCc4ccccc4C3)c2N)c1 | i | 13.7% | -9.3% | 21.5 | 7.0% | -0.4% | ? | 27.9% | i |
| NC(=O)C1CCN(C(=O)CCn2c(=O)oc3ccccc32)CC1 | -4.4% | 15.3% | 2.1% | 0.1 | 6.0% | 4.2% | 1.7% | -6.1% | i |
| CCn1ccc2cc(S(=O)(=O)N3CCC(C(=O)NCCc4ccc(C)cc4)CC3)ccc21 | -16.1% | 0.0% | 6.6% | nt | nt | nt | ? | ? | nt |
| CNCc1ccccc1OCC(=O)Nc1ccccc1OC | 15.6%[57.5 µM] | -20.2% | 20.8% | -20.5 | 0.4% | 8.0% | 24.9% | 34.7% | i |
| CC(=O)c1ccc(NC(=O)CSc2nnc(NC(=O)Nc3ccccc3)s2)cc1 | i | 0.0% | -11.8% | nt | nt | nt | 4.0% | -7.4% | nt |
| COc1ccc(NC(=O)c2ccc3c(c2)nnn3C2CCCC2)cc1Cl | i | 17.4% | -18.0% | nt | nt | nt | -5.9% | -15.8% | nt |
| Cc1ccc([N+](=O)[O-])c(OCCCN2C(=O)NC(C)(C)C2=O)c1 | -1.9% | 21.8% | -16.5% | 4.9 | 1.5% | 0.2% | 13.1% | -52.7% | i |
| N#CCc1c(C#N)c(N)nc(N2CCN(C=O)CC2)c1C#N | i | 0.6% | 9.7% | -3.1 | -4.2% | -7.3% | 6.2% | -8.2% | i |
| CC(=O)c1cccc(OC(=O)c2cc(S(=O)(=O)N3CCOCC3)ccc2N2CCCC2)c1 | -2.5% | -18.3% | -12.0% | -9.3 | -4.5% | -4.9% | 10.9% | -15.5% | i |
| COC(=O)c1cc(CNC(=O)c2cccc(Cl)c2)ccc1OC | -42.8%[inhibitor] | -10.5% | -1.2% | 36.1 | 5.7% | 5.2% | 11.6% | 15.8% | i |
| O=S(=O)(NCC(c1ccco1)S(=O)(=O)c1ccccc1)c1ccccc1 (stereo not given) | -14.8% | ? | -9.3% | nt | nt | nt | 8.1% | 18.1% | nt |
| CCc1ccccc1NC(=O)CSc1nc2ccccc2nc1Cc1cccc(OC)c1 | -3.4% | 0.0% | -4.1% | nt | nt | nt | -6.6% | -7.5% | nt |
| Cc1cccc(C(=O)NCc2cn3cccc(C)c3n2)c1 | -3.7% | 5.1% | -9.4% | nt | nt | nt | 2.9% | 6.0% | nt |
| COc1c(-c2ccccc2)oc2c(ccc3occc32)c1=O | -25.6% | 26.9% | -26.8% | 10.7 | -4.3%[1.84 µM] | 9.5% | ? | -1.2% | i |
| Cc1ccc(-c2nnc(CN3CCCCC3C)o2)cc1 (stereo not given) | -3.1% | -10.3% | 1.2% | -4.6 | -4.0% | 12.2% | 8.8% | -9.0% | i |
| CN(C(=O)Nc1ccccc1)C1CCCc2ccccc21 (stereo not given) | -0.2% | 27.7% | 1.9% | -0.5 | -0.8% | 16.4% | ? | -26.9% | i |
| Cc1noc(C)c1C(=O)N1CCC1(C)C(=O)NS(=O)(=O)c1ccccc1C(F)(F)F (stereo not given) | -1.5% | 3.7% | -21.3% | 0.0 | -0.8% | -6.0% | 10.9% | -8.0% | nt |
| O=C(NCCc1cnc[nH]1)Nc1cccc(C(F)(F)F)c1 | -20.8% | 7.8% | 1.9% | ? | -0.9% | 6.1% | -9.1% | -15.8% | i |
| O=C1CC(c2cccs2)Cc2nc(NCC3CCCO3)ncc21 (stereo not given) | 28.5%[57.5 µM] | 27.6% | 5.7% | -1.5 | -4.2% | 10.9% | 19.6% | 27.5% | i |
| COc1ccc(CNC(=O)CN2C(=O)CC(c3ccc(C)c(C)c3)=Nc3ccccc32)cc1 | i | 2.4% | -16.7% | nt | nt | nt | 7.2% | -22.8% | nt |
| O=C(NC(=S)Nc1cccc(-c2ccc(CO)o2)c1)c1cccs1 | i | 10.2% | 13.5% | -3.6 | -1.5% | 5.7% | -35.3% | -8.0% | i |
| O=C(O)CC(NS(=O)(=O)c1ccc(Br)cc1)c1ccco1 (stereo not given) | -26.3%[57.5 µM] | -6.7% | 10.4% | 10.9 | 1.6% | 0.3% | 0.0% | 17.0% | i |
| Cc1cccc(NC(=O)CSc2nnc(-c3ccco3)n2CC2CCCO2)n1 (stereo not given) | i | 1.0% | 5.2% | 0.7 | 1.2% | 10.4% | 1.7% | -1.2% | i |
| Cc1ccc(S(=O)(=O)Nc2ccc3c(c2)CCC3)cc1 | -22.1% | ? | -60.2%[inhibitor] | -28.0 | 23.7% | 11.7% | ? | nt | i |
| CC(=O)NCCNc1nc2c(S(=O)(=O)c3ccc(C)c(C)c3)nnn2c2ccc(Cl)cc12 | i | 14.3% | -13.4% | nt | nt | nt | -8.6% | -3.3% | nt |
| Nc1ncnc2c1ncn2C1OC(CO)C(O)C1N (stereo not given) | -19.2% | -11.4% | -18.5% | 11.5 | 5.6% | -0.7% | 6.6% | -24.0% | i |
| CCCCNC(=O)[C@H]1N2C(=O)c3c(ccc(OC)c3OC)C2SC1(C)C (stereo not given in full) | i | 2.8% | -11.3% | -9.5 | -9.5% | 26.0% | 3.3% | -9.4% | i |
| CCOCCc1nn2c(=O)cc(CSCC(=O)Nc3cccc(C)c3C)nc2s1 | i | 12.6% | -15.3% | 15.8 | 0.1% | 0.9% | 4.2% | -13.2% | nt |
| O=C(OCc1ccccc1)N1C[C@H](O)[C@H](O)C[C@@H]1c1c(Cl)cccc1Br | -19.2% | 14.7% | -9.5% | ? | 8.7% | 8.3% | 10.1% | 5.6% | i |
| Cn1cnnc1SCC(=O)NCCc1ccccc1 | i | 2.8% | -5.3% | -13.4 | 0.6% | -1.1% | 26.0% | 17.6% | i |
| COCCCNC(=S)NNC(=O)c1csc(C)n1 | i | 13.4% | 6.6% | 22.6 | 3.7% | -2.4% | 8.6% | -4.7% | i |
| COc1nc(C#N)c(N2CCOCC2)o1 | -12.2%[57.5 µM] | 18.3% | 0.3% | 9.3 | 0.1% | -10.7% | 0.0% | 15.1% | i |
| Cc1ccc(NC(=O)NNC(=O)C2CC(c3cccs3)=NO2)cc1 (stereo not given) | i | 3.9% | 5.4% | 2.0 | -0.9% | 1.3% | 5.4% | 7.2% | i |
| CCCCn1c(N)c(N(CC(C)C)C(=O)c2ccc(S(=O)(=O)N3CCCCCC3)cc2)c(=O)[nH]c1=O | -24.0% | -4.0% | -13.2% | -14.6 | 0.7% | 12.0% | -0.1% | nt | i |
| Cc1cc(-c2ccc(Cl)cc2)c(C#N)c(N)n1 | i | -3.7% | 7.4% | 20.1 | -0.7% | 10.8% | 0.0% | 13.8% | nt |
| O=C(CCC(=O)Nc1ccccc1Cl)N/N=C/c1ccccc1 | -29.0% | 6.8% | -10.5% | -13.6 | -2.6% | -0.2% | 4.8% | -3.4% | i |
| Cc1ccc(CCNC(=O)c2cc(S(=O)(=O)N3CCOCC3)cn2C)cc1 | i | -0.5% | 2.2% | -7.7 | -0.1% | -4.7% | 9.9% | -10.0% | i |
| CC(Oc1ccccc1)C(=O)Nc1ccc(S(=O)(=O)N2CCN(C)CC2)cc1 (stereo not given) | -10.6% | -28.2% | 7.5% | -2.1 | -4.9% | 5.0% | -11.6% | 19.2% | i |
| COC(=O)c1c(NC(=O)c2ccco2)sc(C(=O)N2CCCC2)c1C | i | -3.9% | 22.8% | 8.2 | 0.9% | 15.2% | 37.8%[activator] | -6.7% | i |
| CCc1nc2oc3cc(OC)ccc3c(=O)c2c(=O)n1-c1ccccc1 | i | -11.8% | 4.9% | -7.9 | 6.1% | -9.6% | 0.0% | 26.5% | i |
| COc1ccc(C2=NC(C(F)(F)F)(C(F)(F)F)c3c(n(C)c(=O)n(C)c3=O)N2)cc1 | -17.5%[57.5 µM] | ? | -73.7%[inhibitor] | -6.3 | -40.2%[inhibitor] | 9.1% | 0.0% | 20.9% | i |
| COc1cc(C(=O)OCC(=O)NC2CC2)cc(OC)c1OC | -41.4%[inhibitor] | 13.5% | 13.2% | 9.2 | 3.9% | -0.1% | 17.1% | -30.4% | i |
| O=C(N/N=C\c1cn[nH]c1-c1ccccc1)c1cccnc1 | i | 4.0% | 22.7% | 5.9 | 1.4% | -1.3% | -7.1% | -1.0% | i |
| Cn1cnnc1SCC(=O)N1N=C(c2ccc(Cl)cc2)CC1c1ccco1 (stereo not given) | -25.2% | 14.1% | -11.5% | 5.0 | -7.9% | 8.4% | -11.0% | -31.0% | i |
| c1coc(Cn2nnnc2CN2CCN(C3CCCC3)CC2)c1 | -4.6%[57.5 µM] | -9.7% | -6.7% | -68.5* | -8.4% | -7.1% | -27.6% | 7.5% | i |
| CCN(CC)CCNC(=O)c1cc2cc(Br)ccc2s1 | -1.4% | 7.2% | -4.0% | ? | -2.0% | -2.6% | 3.16µM* | -0.1% | i |
| Cc1c(C(=O)O)oc2ccc(S(=O)(=O)NCc3ccccc3)cc12 | -9.3% | 7.0% | -10.7% | 27.4 | 0.4% | -0.9% | -0.2% | nt | i |

These rows are one share of the data; rates above refer to the full screens.
